T cell HTS = T cell immune modulators affecting CD8 T cell-vesicle binding. 2C CD8+ T cell-vesicle binding, flow cytometry; hits give low values. calls only at 7 µM. 0.068% of 330,000 active. AID 2052;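 active = response, share of CD8 T cells binding vesicles, and their 90th percentile fluorescence all below set limits, cut at about 80% in these data, passing the limit was not always enough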
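Read-out – percent CD8+ FL2 mean versus row control · System – murine 2C transgenic CD8+ T lymphocytes · Times – 1.5 h cell–vesicle binding at 37 °C, then 20 min icy labelling · Control set – naked vesicles low, QL9 vesicles with vehicle high · Detection – cytometric PE anti-B7-1 and Alexa647 anti-CD8 signals after 1% paraformaldehyde fixation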
T cell HTS vesicle-bound % = second read-out of T cell HTS, no call of its own (marks repeat the call); double positive events, %; measured here: CD8+ vesicle-bound cell fraction;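 binding gate set so that unloaded-vesicle control wells show 10% double positive cells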
* = called active by the depositor; i = inactive. This is a subset. The share of hits here may be higher or lower than overall.

T cell HTS	T cell HTS vesicle-bound %	Structure
i	6	O=C(NCc1cc(F)cc(C(F)(F)F)c1)C1CCC(=O)N(C2CCCC2)C1 (stereo unspecified)
i	56	CC(C)NC(=O)NC(=O)CSc1nnc(-c2c[nH]c3ccccc23)o1
i	4	CC(=O)c1ccc(OC(C)C(=O)Nc2cccc(S(=O)(=O)NCc3ccco3)c2)cc1 (stereo unspecified)
i	23	Cc1cc(C(=O)N/N=C/c2cccc(OC(=O)c3cccc(Br)c3)c2)n[nH]1
i	6	CC(CC(=O)N1CCc2ccccc21)S(=O)(=O)c1ccc2c(c1)NC(=O)CO2 (stereo unspecified)
i	44	O=S(=O)(Nc1cc(Cl)ccc1-n1cncn1)c1ccccc1Cl
i	4	CC1CCC(NC(=O)CN2CCN(S(=O)(=O)c3cccs3)CC2)CC1 (stereo unspecified)
i	67	O=C(Nc1ccnn1C1CCN(Cc2ccc(C#CCCO)cc2)CC1)c1cccc(F)c1
i	67	O=C(O)c1cc([N+](=O)[O-])ccc1NCc1cccnc1
i	68	COc1cc(-c2nc3cnccn3c2NC(C)(C)CC(C)(C)C)ccc1O
i	34	Cc1ccc(-c2nc(CS(=O)CC(=O)NCCN3CCCCCC3)c(C)o2)cc1 (stereo unspecified)
i	28	CCOc1ccc(-n2c(SCC(=O)Nc3cc(C)on3)nc3c(c2=O)SCC3)cc1
i	12	Cc1c(C(=O)N2CCCCC2)c(S(=O)(=O)N(C)Cc2ccccc2)c(C)n1C
i	16	CCOC(=O)N1CCC(NC(=O)CSCc2nc(-c3ccc(OCC)cc3)oc2C)CC1
i	47	Cc1nc2scc(C)n2c(=O)c1S(=O)(=O)Nc1ccc(N2CCN(C(=O)C(C)C)CC2)cc1
i	51	O=C(O)COc1ccc(/C=N/NC(=O)c2cccc3ccccc23)cc1
i	62	CC1CCc2[nH]c3ccc(C(=O)N(C)CC(=O)Nc4ccc(F)cc4)cc3c2C1 (stereo unspecified)
i	33	COc1ccc(C)cc1NC(=O)COC(=O)c1ccccc1SCC(=O)N1CCCC1
i	16	Cc1ccc2cccc(OCCCOc3ccccc3F)c2n1
i	20	O=C1CCC[C@@H]2Cc3[nH]c4c(Cl)ccc(Cl)c4c3[C@@H]3CCN1[C@H]23
i	64	NC(=O)CCC(=O)N1CCCC(C(=O)c2ccc(C(F)(F)F)cc2)C1 (stereo unspecified)
i	63	Cc1noc(C)c1CSCC(=O)N(C)CC(=O)Nc1ccc(F)c(F)c1F
i	17	Cn1cc(/C=C(\NC(=O)c2ccccc2)C(=O)NCCN2CCOCC2)c2ccccc21
i	71	Cc1cc(Cl)ccc1OCCNC(=S)NC(=O)c1cccnc1
i	33	COc1ccc(CN(C)C(=O)c2ccc(OCC(=O)N3CCOCC3)c(OC)c2)cc1
i	60	Cc1ccc(NC(=O)Cc2ccsc2)cc1Cl
i	67	COc1ccc(-c2csc(NC(=O)c3c(OC)cccc3OC)n2)cc1
i	62	COc1ccc([C@H]2CC(=O)C=C(c3ccc4ccn(C)c4c3)C2)cc1
i	25	CN(C)C(CNC1CC(C)(C)NC(C)(C)C1)c1cccc(F)c1 (stereo unspecified)
i	8	C[C@H](NC(=O)C1CC(=O)N(c2ccc(F)cc2)C1)C(=O)N1CCCCC1 (stereo partly specified)
i	48	COc1ccc(COC(=O)c2ccc(Cl)c(S(=O)(=O)N3CC(C)OC(C)C3)c2)cc1 (stereo unspecified)
i	44	COC(=O)C1=C(CS(=O)(=O)c2ccc(Cl)cc2)NC(=O)NC1c1ccc(O)cc1 (stereo unspecified)
i	10	CCOC(=O)c1ccc(OCCOc2ccccc2C)cc1
i	21	COc1cc2ccccc2cc1C(=O)Nc1ccc(Cl)cn1
i	50	Nn1c(C2CCC2)nc2cc(Cl)ccc2c1=O
i	31	CCCc1c(C(=O)N/N=C/C(C)=C/c2ccco2)nnn1-c1nonc1N
i	33	O=C(C1CCN(S(=O)(=O)c2ccc(F)cc2)CC1)N1CCCC(C(F)(F)F)C1 (stereo unspecified)
i	15	COc1ccccc1N(C)S(=O)(=O)c1ccc(C(=O)NCCc2ccc(F)cc2)cc1
i	14	Cc1ccc(NC(=O)c2cc(-c3ccccc3O)n[nH]2)cc1Cl
i	12	Cn1c(SCC(=O)NC2CC2)nnc1-c1ccccc1
i	20	Cc1cc(Cl)ccc1OCC(=O)NNC(=O)C1CCN(c2ncnc3sc(C)c(C)c23)CC1
i	36	COc1ccc(N(CC(=O)NC2CCCC2)C(=O)Cn2nnc(-c3ccc(F)cc3)n2)cc1
i	20	Cc1ccc(S(=O)(=O)Nc2cccc(-c3ccc(N4CCCCCC4)nn3)c2)cc1C
i	15	COc1cc(C(C[N+](=O)[O-])c2c(C)cc3ccccn23)ccc1O (stereo unspecified)
i	45	Nc1c(Cl)c(Cl)nc(C(=O)OCC(=O)N2CCCC2=O)c1Cl
i	64	Cc1ccc(NC(=S)Nc2ccc(F)cc2)cc1C
i	29	Cc1nc(-c2cccc(NC(=O)c3ccc(-n4nccc4C)cc3)c2)cs1
i	57	COc1cc2c(cc1OC)C(c1cc(Br)c(OC)c(OC)c1)CC(=O)N2 (stereo unspecified)
i	46	COc1cccc(CCN2CCC(CNS(=O)(=O)c3cc(-c4cc(C)no4)ccc3OC)CC2)c1
i	28	Cc1ccnc(NC(=O)C2CCN(S(=O)(=O)c3cccc(C(F)(F)F)c3)CC2)c1

Compound profiles, from the list above. Screens in order: T cell HTS	T cell HTS vesicle-bound %
`Cc1nc(-c2cccc(NC(=O)c3ccc(-n4nccc4C)cc3)c2)cs1` in the list: i	29
`COc1ccc(COC(=O)c2ccc(Cl)c(S(=O)(=O)N3CC(C)OC(C)C3)c2)cc1` (stereo unspecified) in the list: i	48
`Cc1ccc(NC(=O)c2cc(-c3ccccc3O)n[nH]2)cc1Cl` in the list: i	14
`Cc1cc(Cl)ccc1OCC(=O)NNC(=O)C1CCN(c2ncnc3sc(C)c(C)c23)CC1` in the list: i	20
`C[C@H](NC(=O)C1CC(=O)N(c2ccc(F)cc2)C1)C(=O)N1CCCCC1` (stereo partly specified) in the list: i	8

(more compounds)
T cell HTS	T cell HTS vesicle-bound %	Structure
i	41	CCCC(=O)Nc1ccccc1NC(=O)c1ccc2c(c1)OCO2
i	5	Cc1c(OC(C)C(=O)NCCN2CCOCC2)ccc2c3c(c(=O)oc12)CCC3 (stereo unspecified)
i	44	CCCn1cc(S(=O)(=O)c2ccc(C)cc2)c(=O)c2cc(OC)c(OC)cc21
i	33	Cc1ccc(NC(=O)CN2C(=O)NC(C)(CC(C)C)C2=O)c(Br)c1 (stereo unspecified)
i	8	Cc1ccc(C(=O)COC(=O)CNS(=O)(=O)c2ccc(C)cc2)cc1
i	59	CC(Oc1ccc2ccccc2c1)C(=O)NNC(=O)Nc1ccccc1F (stereo unspecified)
i	41	Nn1c(SCC(=O)N2CCCCCC2)nnc1-c1ccco1
i	68	Cc1nnc(NC(=O)C23CC4CC(C)(CC(C)(C4)C2)C3)s1
i	23	COc1cc(C(CC(=O)Nc2ncccc2C)N2Cc3ccccc3C2=O)cc(OC)c1OC (stereo unspecified)
i	13	COc1cc(OC)cc(-c2c(C#Cc3ccsc3)c3cc(-c4cccc5[nH]cc(C=O)c45)ccc3n2C)c1
i	62	CCCCN(C)C(=O)c1ccc2c(c1)S(=O)(=O)c1ccccc1C2=O
i	28	CC(=O)Nc1ccc(S(=O)(=O)Nc2ccc3c(c2)CCC3)cc1
i	38	CC(=O)N1CCN(C(=O)c2ccc(Cl)c(S(=O)(=O)N3CCc4ccccc43)c2)CC1
i	53	O=C1/C(=C/c2ccccc2Cl)SC(=S)N1CCCC(=O)N(CCO)c1ccccc1
i	32	O=C(NC1CC2CCCC(C1)N2C(=O)Nc1ccccc1F)C1CC1 (stereo unspecified)
i	67	Cc1ccccc1-c1nc2cc(NC(=O)C3CC3)ccc2o1
i	46	COC(=O)c1ccc(CNC(=O)COC(=O)CCC(=O)c2ccc(F)cc2)cc1
i	32	Cc1ccc(C)c(-c2nnc(NC(=O)Cc3ccc(F)cc3)o2)c1
i	50	O=C(N=C1SC2CS(=O)(=O)CC2N1c1ccc(F)c(Cl)c1)C1CCCO1 (stereo unspecified)
i	7	O=C(NCc1cccc(F)c1)C1CCC(=O)N(C2CCCC2)C1 (stereo unspecified)
i	31	Cc1nc2nc(-c3cccs3)[nH]c2cc1Br
i	42	CCCCn1c(N)c(N(CC)C(=O)C2=COCCO2)c(=O)[nH]c1=O
i	33	CCCCn1c(N)c(N(CC(C)C)C(=O)c2ccc(N3C(=O)CCC3=O)cc2)c(=O)[nH]c1=O
i	28	O=C(CNS(=O)(=O)c1cccc2nsnc12)NCCc1ccccc1
i	26	N#CC1(NC(=O)COc2cc(F)ccc2[N+](=O)[O-])CCCCC1

An excerpt from above in order of length of the SMILES, rising.
T cell HTS	T cell HTS vesicle-bound %	Structure
i	42	CCCCn1c(N)c(N(CC)C(=O)C2=COCCO2)c(=O)[nH]c1=O
i	46	COC(=O)c1ccc(CNC(=O)COC(=O)CCC(=O)c2ccc(F)cc2)cc1
i	23	COc1cc(C(CC(=O)Nc2ncccc2C)N2Cc3ccccc3C2=O)cc(OC)c1OC (stereo unspecified)
i	33	CCCCn1c(N)c(N(CC(C)C)C(=O)c2ccc(N3C(=O)CCC3=O)cc2)c(=O)[nH]c1=O

The list continues.
T cell HTS	T cell HTS vesicle-bound %	Structure
i	28	COc1cc(/C=N/NC(=O)NC23CC4CC(CC(C4)C2)C3)ccc1O
i	37	O=C(OCc1cccc([N+](=O)[O-])c1)c1ccc[nH]c1=O
i	11	CC1CCN(c2oc(-c3ccco3)nc2S(=O)(=O)c2ccccc2)CC1
i	30	Nc1nc2c(ccc3ccccc32)s1
i	5	CC(C)C(NC(=O)c1c(F)cccc1F)C(=O)N1CCN(S(=O)(=O)c2ccc(F)cc2)CC1 (stereo unspecified)
i	23	O=C(NC1CCCCC1)C(c1cccnc1)N(C(=O)c1csnn1)c1ccc(F)cc1 (stereo unspecified)
i	45	Cc1nn(-c2ccccc2)c(C)c1C(=O)N1CCN(S(=O)(=O)c2ccccc2)CC1
i	29	Cc1csc(SCC(=O)Nc2oc(C)c3c(C)n[nH]c(=O)c23)n1
i	29	Cc1cc(C)n(-c2nc3ccccc3c(=O)n2OCC(C)C)n1
i	19	CC(=O)NCCC(=O)Nc1cc(S(=O)(=O)N2CCOCC2)ccc1Oc1ccc(F)cc1
i	20	COc1ccc(S(=O)(=O)NCCCCOc2ccc(Cl)cc2)cc1
i	48	COc1cccc(C=Nc2ccc(N3CCOCC3)cc2)c1O
i	28	COc1cc(NS(=O)(=O)c2cn(C)cn2)cc(OC)c1OC
i	53	CCCCN(C(=O)c1nn(C)c(=O)c2ccccc12)c1c(N)n(CC(C)C)c(=O)[nH]c1=O
i	12	O=C(OCC(=O)c1ccc(Cl)s1)c1cnccn1
i	43	CC(C)(C)NC(=O)CSc1ccc(S(=O)(=O)N2CCOCC2)cn1
i	28	Cc1ccccc1CN1C(=O)c2ccccc2Sc2ccc(C(=O)NCCN3CCOCC3)cc21
i	59	CCN(C(=O)CSc1nc2cc(S(=O)(=O)N(CC)CC)ccc2o1)C1CCS(=O)(=O)C1 (stereo unspecified)
i	8	CCN(C(=O)CCc1nnc2ccc(N3CCC4(CC3)OCCO4)nn12)c1ccccc1
i	32	C=CCNC(=O)c1cc(-c2ccc3c(c2)OCO3)on1
i	37	O=C(NNC(=O)C1CCCCC1)c1ccncc1
i	28	Cc1cc(S(=O)(=O)Nc2ccc(N3CCOCC3)cc2)ccc1Br
i	53	CC1=NN(C(N)=S)C(=O)C1N=Nc1ccccc1O (stereo unspecified)
i	43	Cc1ccc(Cl)cc1N1CCN(S(=O)(=O)c2c(C)[nH]c(C)c2C(=O)N2CCCC2)CC1
i	61	COc1cccc(NC(=O)N2C3CCCC2CC(NC(C)=O)C3)c1 (stereo unspecified)
i	37	CN(C)CCN(C(=O)C1CCN(S(=O)(=O)c2cccs2)CC1)c1nc2ccccc2s1
i	28	Cc1ccc(C(C)NC(=O)COC(=O)C2=COCCO2)cc1C (stereo unspecified)
i	60	COc1cc(NC(=O)Cn2cnc3c(nc4n3CCCCC4)c2=O)cc(OC)c1OC
i	46	COC(=O)CCNC(=O)CCc1ccc(S(=O)(=O)N2CCCCCC2)cc1
i	24	FC(F)(F)c1ccnc(NCc2ccc(Cl)cc2)n1
i	52	CCCNC(=O)c1ccc(N2CCC3(CC2)CC(c2ccccc2)=NO3)c([N+](=O)[O-])c1
i	30	CN(CCC#N)S(=O)(=O)c1cc2c3c(c1)CCN3C(=O)CC2
i	63	CCc1ccccc1NC(=O)c1ccc2c(c1)CCN2S(C)(=O)=O
i	20	COC(=O)c1cc(CNC(=O)Cc2ccsc2)ccc1OC
i	29	N=c1c(C(=O)NC2CCCC2)cc2c(=O)n3ccccc3nc2n1C1CCCCC1
i	18	CCOc1ccc(NC(=O)Nc2cc(C(=O)O)ccc2N2CC3CC(C2)c2cccc(=O)n2C3)cc1 (stereo unspecified)
i	50	O=C(Nc1ccc(F)c(F)c1)C1CCCCC1
i	53	Cc1ccccc1COc1ccc(-c2nnn(CC(=O)O)n2)cc1
i	44	CCC1(c2ccc(F)cc2)NC(=O)N(CC(=O)N(CCC#N)c2ccccc2)C1=O (stereo unspecified)

Compound activity: PubChem, NMMLSC
